KB-3-1 tox: qHTS assay for MDR1-selective chemotherapeutics: Primary screen using the parental adenocarcinoma cell KB-3-1. KB-3-1 viability, CellTiter-Glo ATP luminescence, 72 h. Potency, µM (doses to about 46.1 µM), for inactives: top-dose activity change, negative = cytotoxic, most hits filed as cytotoxic. hit rate 1.4% among 400,000; further: on the % scale 0 is the no-effect control and ±100 the full control effect; nearly all actives have a fitted effect of over 60% in size
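Multi-concentration cytotoxicity screen in KB-3-1 cells grown in DMEM lacking phenol red with 10% FBS. After 72 h at 37 °C with compound, ATP-dependent luminescence was recorded.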
SW480 rerep: A quantitative high throughput screen for small molecules that induce DNA re-replication in SW480 colon adenocarcinoma cells | SW480 DNA re-replication, Hoechst DNA content imaging, 48 h | Potency, µM (series often up to 46.1 µM), inactives show at the highest dose re-replication activation, hits mostly activators | AID 624297, 2012 | hit rate 1.8% among 340,000; further: % of control where 0% means no effect; nearly all actives have a fitted effect of over 55% in size
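Treated cells incubate 48 hr (37 C, 5% CO2), are stained 40 min with Hoechst, and nuclear fluorescence is enumerated; a rise in nuclei with high DNA signal marks re-replication.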
GLP1R ag: qHTS of GLP-1 Receptor Agonists. HEK293 GLP-1R CRE-luciferase, luminescence, 4-6 h; cells express a hypersensitive GLP-1R form. Potency, µM (highest dose often 45.6 µM), without a hit: at the highest dose activation, actives largely listed as activators. hit rate 0.007% among 380,000; further: % of control where 0% means no effect
Target sequence (P43220 whole entry, looked up): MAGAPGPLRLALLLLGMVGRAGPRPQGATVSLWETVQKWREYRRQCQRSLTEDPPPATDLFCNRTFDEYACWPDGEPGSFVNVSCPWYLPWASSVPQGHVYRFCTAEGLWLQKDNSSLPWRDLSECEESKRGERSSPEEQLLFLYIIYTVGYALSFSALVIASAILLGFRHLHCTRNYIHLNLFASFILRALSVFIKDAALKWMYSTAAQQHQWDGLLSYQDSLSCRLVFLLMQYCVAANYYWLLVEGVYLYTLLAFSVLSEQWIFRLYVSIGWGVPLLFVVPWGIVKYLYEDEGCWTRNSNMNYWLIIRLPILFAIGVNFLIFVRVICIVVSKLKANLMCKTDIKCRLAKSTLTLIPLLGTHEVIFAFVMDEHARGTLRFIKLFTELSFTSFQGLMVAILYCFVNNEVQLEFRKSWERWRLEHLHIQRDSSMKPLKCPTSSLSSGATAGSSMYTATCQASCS
GLP1R cytotox: qHTS of GLP-1 Receptor Inverse Agonists: Cytotox Screen; AID 624418, 2012; Potency, µM (titrated, usually from 38.3 µM), inactives show at the highest dose activity change, negative = inhibition, most hits filed as inhibitors; hit rate 0.13% among 410,000; HEK293 cAMP-luciferase reporter cells, luminescence, 24 h;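 further: loss of luciferase light is scored as toxicity; on the % scale 0 is the no-effect control and ±100 the full control effect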
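MLSMR compounds, 24 hr on cells at 37 deg C/5% CO2; luminescence after luciferase reagent (12 min RT). Inhibition counted as the undesired cytotoxic outcome.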
TDP43 rescue: qHTS of TDP-43 Inhibitors. Potency, µM (titrated, usually from 46.1 µM), for the others: top-dose growth rescue (activation), usual class: activators. AID 652104, 2013. hit rate 1.8% among 410,000. TDP-43 expressing yeast growth rescue, BacTiter-Glo, 24 h; further: % of control where 0% means no effect; nearly all actives have a fitted effect of over 50% in size
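In this qHTS, compounds that restore growth of yeast expressing TDP-43 appear as activators. Cells (OD600=0.02, galactose medium, raffinose-pregrown) are incubated with compound 24 hr at 30 deg C and growth is quantified by BacTiter-Glo.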
KB-V1 MDR tox: qHTS assay for MDR1-selective chemotherapeutics: Primary screen using the drug-selected MDR subline cells KB-V1; KB-V1 MDR cells viability, CellTiter-Glo, 72 h; Potency, µM (highest dose often 46.1 µM), inactives show top-dose activity change, negative = cytotoxicity, usual class: cytotoxic; hit rate 3.4% among 400,000; further: on the % scale 0 is the no-effect control and ±100 the full control effect; nearly all actives have a fitted effect of over 60% in size
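Drug-selected KB-V1 cells, grown in DMEM lacking phenol red with 10% FBS, receive compound titrations; after three days at 37 degrees C, surviving cell ATP is quantified by CellTiter-Glo luminescence and responses normalized and curve-fitted.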
HT1080 IDH1KD tx: qHTS for induction of synthetic lethality in tumor cells producing 2HG: qHTS for the HT-1080-IDH1KD cell line. HT-1080 IDH1 knockdown viability, ATP luminescence, 48 h. Potency, µM (highest dose often 46.1 µM), for inactives: top-dose activity, negative = toxicity, actives largely listed as cytotoxic. hit rate 2% among 360,000;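 further: 0% = DMSO wells and -100% = cell-free medium wells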
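Cytotoxicity counter-line: IDH1KD HT-1080, 48 h, CellTiter-Glo. Curves classed by r2, magnitude and activity.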
HT1080NT lethal: qHTS for induction of synthetic lethality in tumor cells producing 2HG: qHTS for the HT-1080-NT fibrosarcoma cell line. AID 686970, 2013. hit rate 1.6% among 360,000. HT-1080-NT fibrosarcoma viability, CellTiter-Glo ATP luminescence, 48 h. Potency, µM (doses to about 46.1 µM), for the others: at the highest dose activity, negative = less viability, actives largely listed as cytotoxic;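 further: NT is the 2HG producing partner of a matched IDH1 knockdown line; 0% = DMSO-treated cells and -100% = media-only wells without cells; nearly all actives have a fitted effect of over 55% in size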
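Toxicity toward the 2HG-producing NT line was scored as %Activity, normalised to DMSO and no-cell wells, from CellTiter-Glo luminescence after 48 hours' treatment.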
GLP-1R inv ag: qHTS of GLP-1 Receptor Inverse Agonists (Inhibition Mode). Glucagon-like peptide 1 receptor (Homo sapiens), P43220. HEK293 GLP-1R CRE-luciferase, luminescence, 24 h; GLP-1R form is constitutively active. Potency, µM (highest dose often 38.3 µM), inactives show top-dose activity change, negative = inhibition, hits mostly inhibitors. hit rate 1.6% among 410,000. AID 624417, 2012; further: on the % scale 0 is the no-effect control and ±100 the full control effect; nearly all actives have a fitted effect of over 55% in size
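qHTS in 1536-well format: reporter HEK293 cells expressing constitutive GLP-1R activity in DMEM + 10% Nu serum, 24 hr with compounds at 37 deg C, luminescence read after 12 min with detection reagent.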
* = called active by the depositor; ? = inconclusive; / = no result given; [ ] = dose if it differs, or a comment. The call rests on the fitted dose curve; in most records, active means well fitted curve in the direction sought with a large enough effect; inconclusive means small, poorly fitted or top-dose-only effect, or another doubt; inactive means no such curve, though single readings can be large; an effect the other way counts as inactive or inconclusive. Potency means the concentration at half of the fitted maximal effect.

SMILES	KB-3-1 tox	SW480 rerep	GLP1R ag	GLP1R cytotox	TDP43 rescue	KB-V1 MDR tox	HT1080 IDH1KD tx	HT1080NT lethal	GLP-1R inv ag
CCC1(CC)NC(=O)N(CC(=O)OCc2nc3cc(C(=O)OC)ccc3c(=O)[nH]2)C1=O	4%	-4%	-11%	-13%	6%	2%	2%	10%	1%
O=C(Nc1ccccc1)N1CCCN(Cc2c(F)cccc2Cl)CC1	16%	0%	0%	-2%	-15%	-14%	1%	-13%	?
Cc1cccc(N2CCN(C(=O)c3cc4c(=O)n(C)c5ccccc5c4n3C)CC2)c1C	-25%	-2%	-5%	-2%	0%	-8%	3%	-8%	-6%
CCCN1C(=O)CN(C2CCCCC2)C(=O)C1c1ccc(OC)c(OC)c1 (centres undefined)	16%	/	/	21%	1%	-27%	/	/	10%
CC(=O)N1CCN(S(=O)(=O)c2cccc(C(=O)OCC(=O)NCc3ccccc3Cl)c2)CC1	-1%	/	0%	6%	-3%	0%	2%	0%	4%
CCSC(=O)CCCCCCCCCCCO	2%	1%	-2%	15%	28%	?	-5%	0%	5%
CCn1c(SCC(=O)Nc2ccc(OC)cc2)nc2c1c(=O)n(C)c(=O)n2C	2%	-2%	12%	4%	-5%	?	-12%	-12%	21%
CCNC(=O)C1(C)CCCN(Cc2cc3ccccc3o2)C1 (centres undefined)	0%	/	2%	0%	21%	2%	2%	?	3%
COC(=O)c1sc2nc3c(cc2c1N)C(=O)CC(C)(C)C3	12%	16%	-1%	-1%	-21%	-3%	26%[9.24 µM]	2%	0%
NC(=O)c1ccc(NC(=O)CCC(=O)c2cccs2)cc1	-1%	-23%	3%	9%	9%	-1%	4%	5%	11%
NC(=O)c1nnn(-c2ccc([N+](=O)[O-])cc2)c1-c1ccccc1	-13%	-8%	10%	-3%	2%	3%	-2%	1%	8%
CC1(OC(=O)C2CCCC2)C(=O)C=C2C=C(c3ccsc3)N(Cc3ccccc3)C=C2C1=O (centres undefined)	0%	-3%	-4%	1%	-9%	13%	-7%	-2%	-26%
Cc1c(C(=S)NC(=O)C2CC2)c(=O)n(-c2ccccc2)n1C	2%	0%	-5%	11%	-10%	-3%	0%	-12%	14%
Cc1ccc(C(=O)O)c(NC=O)c1OCc1ccccc1	10%	-4%	-1%	0%	9%	20%	14%	10%	5%
Cc1ccc(NS(=O)(=O)c2cccc(C(=O)NCC(c3cccs3)N3CCOCC3)c2)cc1 (centres undefined)	-15%	3%	5%	-25%	-1%	5%	-13%	-8%	?
O=C(Nc1ccsc1C(=O)O)c1ccccc1Cl	-1%	1%	1%	-7%	-16%	2%	7%	-4%	40%[activator]
Cc1csc(N(C)C(=O)CSc2nnc(COc3cccc4ccccc34)o2)n1	1%	-1%	-3%	18%	-25%	?	?	6.3µM*	?
Cc1cccc(CSc2nc(-c3cccs3)ccc2C#N)c1	11%	/	/	-6%	13%	1%	/	/	?
CC1=C(C(=O)OCc2ccccc2)C(c2cccc(Br)c2)NC(=O)N1 (centres undefined)	5%	-5%	15%	-3%	14%	-4%	-4%	-9%	-6%
CCc1ccc(NC(=O)C2=CC(c3ccc(OC)cc3)=NS(=O)(=O)N2C)cc1	2%	1%	3%	-7%	4%	-7%	-16%	-10%	?
CCOc1ccccc1-n1c(COc2ccccc2)nnc1SCC(N)=O	-5%	-16%	-4%	-6%	-31%	0%	3%	16%	0%
COc1cc(OC)c(N(C)S(=O)(=O)c2cccc(C(=O)OCC(=O)N(C)Cc3ccccc3)c2)cc1Cl	-2%	-22%	-1%	2%	11%	0%	1%	-8%	?
CCC(=O)N1CCc2cc(Br)cc(S(=O)(=O)N3CCCC(C(=O)NCc4cccc(OC)c4)C3)c21 (centres undefined)	-29%	/	-1%	5%	-13%	-2%	/	/	2%
Cc1cc(C(F)(F)F)nc(Nc2nc(C)c3ccccc3n2)n1	-1%	-2%	-4%	-5%	9%	0%	21%	23%	2%
O=C(c1ccc(Cl)c([N+](=O)[O-])c1)N(Cc1ccco1)C1CCS(=O)(=O)C1 (centres undefined)	20%	-9%	-1%	-27%	4%	0%	1%	14%	19%
COc1ccc(S(=O)(=O)N2CCCCC2)cc1NC(=O)c1ccccc1	-1%	-45%[inhibitor]	9%	-11%	-14%	-1%	7%	7%	10%
CC(Nc1nc2ccccc2n2cnnc12)c1ccccc1 (centres undefined)	11%	0%	?	-2%	10%	-28%	-15%	-19%	68%[activator]
CCOc1ccc(-n2c(Cc3ccccc3)nnc2SCc2nc(-c3ccccc3OC)no2)cc1	1%	/	/	-6%	13%	-6%	/	/	?
COc1cc(NS(C)(=O)=O)cc(OC)c1OC	13%	-11%	7%	4%	-8%	18%	8%	3%	10%
CCOC(=O)N1CCC(c2cc(=O)n3[nH]c(C)c(-c4ccc(F)cc4)c3n2)CC1	?	?	1%	?	-1%	-11%	?	-21%	?
Cc1ccc(C(=O)NCC(=O)N2CCCN(C)CC2)cc1C	2%	-2%	5%	-20%	-10%	-4%	-3%	2%	-17%
COc1ccccc1CNC(=O)C/C(C)=N/NC(=O)COc1ccc(C)cc1Br	23µM*	-370%[inhibitor]	5%	-12%	16%	2%	-14%	?	-20%
Cc1ccc(NC(=O)C2CCN(c3cnccn3)CC2)cc1C	10%	-14%	-4%	-7%	19%	-1%	-5%	-24%	-8%
N#CC(=NCc1cccnc1)C1=C(O)c2ccccc2C1=O	2%	-8%	3%	1%	-4%	?	3%	-3%	4%
COc1cc(C2NC(=O)CCC2[N+](=O)[O-])cc(OC)c1OC (centres undefined)	-4%	0%	-4%	2%	3%	-7%	6%	9%	-3%
CCOC(=O)C1CCN(C(=O)c2cccc(S(=O)(=O)N3c4ccccc4CC3C)c2)CC1 (centres undefined)	/	1%	7%	-15%	10%	/	7%	5%	?
O=C(Cc1ccc(S(=O)(=O)N2CCOCC2)s1)N1CCN(S(=O)(=O)c2ccccc2F)CC1	?	0%	6%	-8%	13%	-17%	3%	-2%	0%
CC(=O)c1ccc(NS(=O)(=O)c2cccc3cccnc23)cc1	-7%	/	9%	1%	8%	13%	0%	0%	1%
COC(=O)C(Cc1ccccc1)NC(=O)c1cc(=O)[nH]c2ccccc12 (centres undefined)	-9%	2%	0%	-5%	-6%	-3%	1%	-1%	0%
COC(=O)c1cn(C(=O)c2ccc(C)c(C)c2)c2ccccc12	?	-1%	0%	11%	20%	-29%	15%	-13%	25%
O=C(NCCCc1ccccc1)C(=O)NCC1OCCN1S(=O)(=O)c1ccc(F)cc1 (centres undefined)	/	20%	5%	17%	-13%	/	-18%	-8%	?
COc1cc(C2C(C#N)=C(N)N(N(C)C)C3=C2C(=O)CC(C)(C)C3)cc(OC)c1OC (centres undefined)	1%	0%	17%	7%	-4%	14%	2%	3%	23%

Sorted by heavy-atom count (rising): some entries from above
SMILES	KB-3-1 tox	SW480 rerep	GLP1R ag	GLP1R cytotox	TDP43 rescue	KB-V1 MDR tox	HT1080 IDH1KD tx	HT1080NT lethal	GLP-1R inv ag
Cc1ccc(C(=O)O)c(NC=O)c1OCc1ccccc1	10%	-4%	-1%	0%	9%	20%	14%	10%	5%
Cc1c(C(=S)NC(=O)C2CC2)c(=O)n(-c2ccccc2)n1C	2%	0%	-5%	11%	-10%	-3%	0%	-12%	14%
COC(=O)c1cn(C(=O)c2ccc(C)c(C)c2)c2ccccc12	?	-1%	0%	11%	20%	-29%	15%	-13%	25%
O=C(Nc1ccccc1)N1CCCN(Cc2c(F)cccc2Cl)CC1	16%	0%	0%	-2%	-15%	-14%	1%	-13%	?
O=C(c1ccc(Cl)c([N+](=O)[O-])c1)N(Cc1ccco1)C1CCS(=O)(=O)C1 (centres undefined)	20%	-9%	-1%	-27%	4%	0%	1%	14%	19%
CCOc1ccccc1-n1c(COc2ccccc2)nnc1SCC(N)=O	-5%	-16%	-4%	-6%	-31%	0%	3%	16%	0%
CCc1ccc(NC(=O)C2=CC(c3ccc(OC)cc3)=NS(=O)(=O)N2C)cc1	2%	1%	3%	-7%	4%	-7%	-16%	-10%	?
COc1ccccc1CNC(=O)C/C(C)=N/NC(=O)COc1ccc(C)cc1Br	23µM*	-370%[inhibitor]	5%	-12%	16%	2%	-14%	?	-20%
O=C(NCCCc1ccccc1)C(=O)NCC1OCCN1S(=O)(=O)c1ccc(F)cc1 (centres undefined)	/	20%	5%	17%	-13%	/	-18%	-8%	?
CCOC(=O)C1CCN(C(=O)c2cccc(S(=O)(=O)N3c4ccccc4CC3C)c2)CC1 (centres undefined)	/	1%	7%	-15%	10%	/	7%	5%	?
CC1(OC(=O)C2CCCC2)C(=O)C=C2C=C(c3ccsc3)N(Cc3ccccc3)C=C2C1=O (centres undefined)	0%	-3%	-4%	1%	-9%	13%	-7%	-2%	-26%
CCC(=O)N1CCc2cc(Br)cc(S(=O)(=O)N3CCCC(C(=O)NCc4cccc(OC)c4)C3)c21 (centres undefined)	-29%	/	-1%	5%	-13%	-2%	/	/	2%
COc1cc(OC)c(N(C)S(=O)(=O)c2cccc(C(=O)OCC(=O)N(C)Cc3ccccc3)c2)cc1Cl	-2%	-22%	-1%	2%	11%	0%	1%	-8%	?
